# HTR1E agonist: 5-HT1E receptor agonists, primary screen, cell-based, HTS | CHO 5-HT1E Ga15 NFAT-bla reporter, FRET; 0% DMSO wells, 100% control agonist wells | activation, % at 6 µM | 5-hydroxytryptamine receptor 1E (Homo sapiens), P28566 | 65,000 tested, 0.69% active | AID 574, 2007;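 active = activation above a set limit, the screen-wide mean activation plus 3 SD, cut at about 8.5% in these data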;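 also: 100% = positive control agonist at 1 µM giving full maximal response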
# 5-HT1A blocker: human 5-HT1a receptor antagonists, primary screen, cell-based, CHO, Ga15 NFAT-bla reporter. 5-hydroxytryptamine receptor 1A (Homo sapiens), P08908. CHO 5-HT1a Ga15 NFAT-bla reporter, antagonist mode. inhibition, % at 10 µM. 62,000 tested, 0.68% active;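 active = inhibition above the mean of all tested compounds plus 3 SD, cut at about 43% in these data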;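 also: receptor stimulated by 5-CT agonist at 100 nM near EC80; beta-lactamase reporter measured by ratiometric fluorescence of a cleavable substrate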
# Target sequence (P08908 whole entry, looked up): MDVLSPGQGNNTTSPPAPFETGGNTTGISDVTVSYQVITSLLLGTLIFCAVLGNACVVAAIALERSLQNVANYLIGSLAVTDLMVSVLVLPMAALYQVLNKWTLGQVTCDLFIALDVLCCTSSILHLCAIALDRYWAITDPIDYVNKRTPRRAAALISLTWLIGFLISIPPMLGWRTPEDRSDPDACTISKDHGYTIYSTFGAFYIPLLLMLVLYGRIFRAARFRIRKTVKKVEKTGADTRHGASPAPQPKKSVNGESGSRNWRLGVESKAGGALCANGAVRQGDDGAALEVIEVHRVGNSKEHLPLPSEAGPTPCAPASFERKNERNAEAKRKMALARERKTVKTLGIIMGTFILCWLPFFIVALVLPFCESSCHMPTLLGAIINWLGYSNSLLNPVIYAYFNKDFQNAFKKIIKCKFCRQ
# RORa activator: activators of orphan receptor RORA, primary screen, cell-based, luminescence | CHO-K1 Gal4-RORA LBD luciferase reporter; percent increase over mock-subtracted basal signal | activation, % at 10 µM | 65,000 tested, 1.5% active | AID 560, 2006;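 active = activation above the mean of all tested compounds plus 3 SD, cut at about 49% in these data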;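 also: 0% = DMSO-treated RORA cells and 100% = added signal equal to DMSO minus mock-transfected cells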
# AP complement: alternative complement pathway inhibitors, primary screen, biochemical, ELISA, human serum, orthogonally pooled compounds; AID 1235, 2008; inhibition, % at 5 µM; 62,000 tested, 0.08% active; LPS-coated ELISA, C3 deposition; tested in compound mixtures;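 active = inhibition above 30% in each of the two pooled mixtures holding the compound, so the lower value exceeds 30%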;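 also: 0% = serum in Mg-EGTA without compound and 100% = EDTA serum blank; some compounds past the cut are filed as inactive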
#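 Assay system: Human serum alternative complement pathway, C3 deposition on LPS-coated wells | Incubation: 1 h serum-compound exposure at 37 °C | Doses: 5 µM per compound in ten-compound mixtures | Read-out: Percent inhibition | Technique: ELISA with HRP anti-human C3 antibody, TMB substrate, absorbance 450 nm | Replication: Two pool placements per compound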
# SF1 activator: activators of human SF-1, primary screen, cell-based, CHO-K1, Gal4-SF-1 LBD, luciferase luminescence; 65,000 tested, 1.9% active; CHO-K1 Gal4-SF-1 LBD luciferase reporter; % increase over DMSO SF-1-specific signal; Steroidogenic factor 1 (Homo sapiens), Q13285; activation, % at 10 µM;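 active = activation above the mean activation of all tested compounds plus 3 SD, cut at about 50% in these data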
#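 Material: CHO-K1 cells with Gal4–hSF-1 LBD chimera plus Gal4-driven luciferase / Input: 4,000 CHO-K1 cells per well / Incubation: compound exposure 20 h at 37 °C / Signal: luminescence read 15 min after SteadyLite luciferase reagent, after room-temperature equilibration / Read-out: percent activation versus DMSO / Benchmarks: DMSO negative control and −SF1 background wells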
# S1P1 ag-PAM: S1P1 agonists and agonism potentiators, primary screen, cell-based, primary and confirmation screens, CRE-bla reporter | AID 449, 2006 | activation, % at 9.5 µM | 56,000 tested, 0.57% active | Sphingosine 1-phosphate receptor 1 (Homo sapiens), P21453 | S1P1 CRE-bla cells, forskolin, beta-lactamase FRET, potentiator mode; S1P1 agonist co-added at EC20, 2 nM; 100% = saturating reference agonist, 0% = basal;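 active = activation above a cutoff set at the mean activation of all tested compounds plus 3 SD, cut at about 54% in these data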;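 also: forskolin at 4 µM as EC80 and the EC20 agonist is SEW2871; 100% = SEW2871 at its EC100 plus forskolin at EC80; some compounds past the cut are filed as inactive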
# tolC growth inh: growth inhibitors of E. coli tolC mutant, primary screen, strain BW25113 ΔtolC::kan, 384-well | OD615 | growth inhibition, % at 10 µM (by protocol) | 65,000 tested, 2.2% active | AID 573, 2007;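 active = growth inhibition at or above a cutoff equal to the mean over every tested compound plus 3 SD, cut at about 60% in these data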;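 also: growth measured after 20 h incubation at 37 °C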
#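 Test system: tolC-deleted E. coli BW25113 | Medium: LB with kanamycin 50 µg/mL | Compound dosing: Single concentration, 10 µM final per compound | Schedule: 37 °C, 20 h exposure | Measured by: OD at 615 nm | Evaluation: Percent growth inhibition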
# HTR1E antagonist: 5-HT1E receptor antagonists, primary screen, cell-based, HTS. 5-hydroxytryptamine receptor 1E (Homo sapiens), P28566. CHO 5-HT1E Ga15 NFAT-bla reporter, FRET, antagonist. inhibition, % at 6 µM. 65,000 tested, 0.99% active. AID 571, 2007;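 active = inhibition above a set limit, the mean inhibition across every tested compound plus 3 SD, cut at about 29% in these data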;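 also: signal is the 460 over 535 nm emission ratio of beta-lactamase substrate; 0% = agonist plus DMSO wells and 100% = wells without agonist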
# S1P3 ag: human S1P3 receptor agonists, primary screen, cell-based, primary and confirmation, NFAT-BLA reporter; Sphingosine 1-phosphate receptor 3 (Homo sapiens), Q99500; S1P3 NFAT-BLA reporter cells, agonism, FRET ratio; relative to 1 µM S1P, basal subtracted; activation, % at 4.5 µM; 60,000 tested, 0.1% active; AID 373, 2006;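 active = activation above the screen-wide mean plus 3 SD, cut at about 4.5% in these data, passing the limit was not always enough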; also: some compounds called inactive have numbers as strong as hits
# Target sequence (Q99500 whole entry, looked up): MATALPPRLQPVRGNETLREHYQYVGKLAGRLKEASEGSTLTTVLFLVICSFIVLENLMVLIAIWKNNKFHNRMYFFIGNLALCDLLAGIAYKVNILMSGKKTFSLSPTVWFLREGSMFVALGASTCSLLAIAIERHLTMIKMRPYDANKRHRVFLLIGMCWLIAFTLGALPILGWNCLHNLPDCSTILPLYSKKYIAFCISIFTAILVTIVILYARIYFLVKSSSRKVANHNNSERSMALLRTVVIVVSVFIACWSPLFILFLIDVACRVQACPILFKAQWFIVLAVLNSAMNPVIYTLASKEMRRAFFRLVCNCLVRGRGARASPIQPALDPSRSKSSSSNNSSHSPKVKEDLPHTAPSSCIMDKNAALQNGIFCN
#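 Measure – % activation relative to 1 µM S1P (100%), per plate · System – stable CHO line with human S1P3, Gα16, NFAT-BLA reporter · Timing – cells plated overnight, compound 4 h 37 °C, substrate 2 h RT · Technique – fluorescent BLA substrate, ex 405 nm, em 460/535 nm ratio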
# * hit, by the source's call; · = no result given.
SMILES,HTR1E agonist,5-HT1A blocker,RORa activator,AP complement,SF1 activator,S1P1 ag-PAM,tolC growth inh,HTR1E antagonist,S1P3 ag
O=c1cc(-c2ccccc2)nc2nc(-c3ccco3)[nH]n12,-0.7,16,-1,15,0,23,5,12,-1.1
CN(CC(=O)Nc1ccc2c(c1)OCCO2)S(=O)(=O)c1cccc2cccnc12,0.3,3,-8,4,-6,5,16,1,-1.7
COc1ccc(C(c2nnnn2C2CCCCC2)N2CCN(c3ccccc3F)CC2)cc1 (centres undefined),0.6,42,-10,5,-15,18,19,4,-1.5
COc1cc(-c2nc(S(=O)(=O)c3ccc(C)cc3)c(N3CCOCC3)o2)cc(OC)c1OC,1.1,1,-5,6,-24,-54,-6,-7,1.6
O=C(OC1CCOC1=O)c1ccc2ccccc2n1 (centres undefined),0.0,5,-26,8,0,8,-25,0,-0.4
O=C(CSc1nn(-c2ccc(F)cc2)c(=S)s1)NC(=O)NCc1ccco1,1.0,9,-12,3,1,23,15,-18,-1.2
O=c1cc(-c2ccccc2)nc2n1Cc1ccccc1-2,-0.9,35,2,18,-15,10,-7,14,-1.2
CC1(C)CC(=O)C2=C(C1)Nc1[nH]n(-c3ccccc3)c(=O)c1C2c1ccc2c(c1)OCO2 (centres undefined),-0.2,-16,-4,-7,9,-1,8,8,-0.8
O=C(CN1C(=O)c2ccccc2C1=O)NCc1ccccn1,-0.4,·,-29,·,10,0,8,-10,-0.9
O=C(NCc1ccccc1)C1C2C=CC3(CN(Cc4cccnc4)C(=O)C13)O2 (centres undefined),0.1,0,1,-6,0,·,-12,1,·
O=C(Nc1ccccc1C(=O)N1CCOCC1)C1CCC(=O)N1C1CCCC1 (centres undefined),0.6,-3,3,2,0,-39,-25,6,-0.4
CCC(=O)Nc1cc(C(=O)NCC2CCCN2CC)c(OC)cc1N(C)C (centres undefined),-0.8,14,-7,8,-15,-30,1,-3,-1.7
CCOc1ccccc1C(=O)N1CCC(n2nnc3cc(C)ccc32)CC1,1.0,1,17,16,-10,12,-3,-4,-1.2
COCCNC(=O)c1c(N)sc2c1CCCC2,-1.1,2,0,24,-4,0,-9,-5,0.3
COc1ncnc2c1oc1nc(C(C)C)c3c(c12)CC(C)(C)OC3,-0.6,7,4,1,17,7,-23,26,-0.7
O=C(c1cc(-c2ccccn2)nc2c(Cl)cccc12)N1CCN(C(=O)C2CCCO2)CC1 (centres undefined),0.3,-6,-6,-3,0,-9,11,-13,0.8
O=C(NCc1ccccc1)c1ccc(OC2CSC2)cc1,-0.1,2,27,8,35,4,1,-1,-2.1
O=C(NC1CC2CCCC(C1)N2C(=O)NCc1ccccc1)C1CC1 (centres undefined),1.7,-10,-14,5,-10,4,-30,4,-0.3
CC(C)(C)NC(=O)Cn1c(SCC(=O)N2CCCCCC2)nc2ccccc21,1.2,-8,40,-2,-7,14,8,-2,-1.5
C=CCNC(=O)C1CC(=O)N(c2ccc(OCC(=O)Nc3ccc(C)cc3)cc2)C1 (centres undefined),-0.8,-8,-1,2,-2,-56,-24,-6,-0.2
Cn1cnnc1SC(C(=O)c1ccccc1)c1ccccc1 (centres undefined),-0.1,4,-12,16,1,20,3,-9,-0.4
COC(=O)C1Cc2c([nH]c3ccccc23)C(C)N1 (centres undefined),-0.7,9,-11,-1,-9,-23,12,-4,0.4
Cc1cccc(NCC(O)Cn2cnc3c2c(=O)n(C)c(=O)n3C)c1 (centres undefined),-0.6,-10,-15,11,1,-3,-11,-12,-1.0
CCOCc1nnc(NC(=O)c2cccs2)s1,-0.2,4,3,16,24,·,-15,-11,-1.0
CC(=O)Nc1cc(NC(C)=O)c2nc(N)sc2c1,1.1,-19,-10,12,4,6,-19,9,0.0
Cc1ccc(-c2nnc3n2N=C(c2ccc(Br)cc2)CS3)cc1,1.9,-10,-4,27,-8,-37,8,13,-0.8
Brc1ccc(-c2nn3c(Cc4ccccc4)nnc3s2)o1,-0.1,-13,5,-8,14,14,9,1,-0.8
O=C(NCc1ccc(F)cc1)C1CCCN(C(=O)Nc2ccccc2)C1 (centres undefined),0.3,4,-10,-9,19,0,-2,-15,0.5
O=C(O)C1CC(=O)N(c2ccc(OCc3c(F)cccc3Cl)cc2)C1 (centres undefined),-1.0,4,-5,7,13,-10,-6,12,-0.8
COc1cc2c(=O)n(CC3CCCO3)c(=O)n(CC(=O)Nc3cccc(Cl)c3)c2cc1OC (centres undefined),-1.4,-18,-9,23,-3,-24,27,5,-0.8
CCn1c(CNC(=O)c2ccc(OC)cc2)nnc1SC,0.6,0,7,5,1,-14,-14,-4,0.7
CC(C)C(c1nnnn1Cc1ccccc1)N1CCC(C(N)=O)CC1 (centres undefined),2.2,-6,4,-10,-7,-1,·,-2,0.5
OC(c1ccc2c(c1)OCO2)c1nccc2ccccc12 (centres undefined),-0.6,12,-25,17,0,-4,3,-2,-0.6
COc1cc(C(=O)Nc2nnc(CC(=O)N3CCOCC3)s2)cc(OC)c1OC,-0.7,-9,12,-8,7,-6,-5,5,-0.8
CCOC(=O)c1[nH]c(C)c(C(=O)NC2CCCC2)c1C,0.8,6,-19,21,-10,-11,-13,-3,-0.7
Cc1cccc(Cn2c(C(C)O)nc3ccccc32)c1 (centres undefined),1.0,-1,7,·,4,·,-3,3,0.1
CCOC(=O)C1CCCN(C(=O)c2cnn3c(C(F)F)cc(-c4ccc(C)cc4)nc23)C1 (centres undefined),3.2,47*,4,-9,-22,·,30,-8,-1.3
COCC(=O)N1CCCc2ccccc21,0.0,10,15,-5,-1,-11,1,-5,-1.1
COc1cc(NC(=O)Nc2cccc(C(C)=O)c2)cc(OC)c1OC,0.3,16,-14,2,26,-24,10,7,0.3
Cc1nc2ccccn2c1/C(O)=C1\C(=O)C(=O)N(CCCn2ccnc2)C1c1ccncc1 (centres undefined),-1.4,1,-6,-4,-8,9,-18,21,0.0

# Quoted at random: 3 entries already listed, in no set order.
SMILES,HTR1E agonist,5-HT1A blocker,RORa activator,AP complement,SF1 activator,S1P1 ag-PAM,tolC growth inh,HTR1E antagonist,S1P3 ag
COc1cc(C(=O)Nc2nnc(CC(=O)N3CCOCC3)s2)cc(OC)c1OC,-0.7,-9,12,-8,7,-6,-5,5,-0.8
O=C(O)C1CC(=O)N(c2ccc(OCc3c(F)cccc3Cl)cc2)C1 (centres undefined),-1.0,4,-5,7,13,-10,-6,12,-0.8
CCOC(=O)C1CCCN(C(=O)c2cnn3c(C(F)F)cc(-c4ccc(C)cc4)nc23)C1 (centres undefined),3.2,47*,4,-9,-22,·,30,-8,-1.3

# Next section.
SMILES,HTR1E agonist,5-HT1A blocker,RORa activator,AP complement,SF1 activator,S1P1 ag-PAM,tolC growth inh,HTR1E antagonist,S1P3 ag
O=C(O)CCCC(=O)Nc1ccn(-c2ccccc2)n1,-0.4,·,-28,·,-10,3,5,3,-3.2
COc1ccc(-n2c(SCC(=O)Nc3ccccc3)nc3c(c2=O)SCC3)cc1,1.9,1,-3,16,2,16,14,-9,-1.4
COc1ccc(OC)c(N(CC(=O)Nc2ccc3c(c2)OCO3)S(=O)(=O)c2ccccc2)c1,-0.2,-2,7,20,0,·,27,0,·
CCOc1ccc(-c2nnn(CCC(=O)O)n2)cc1OC,-1.5,1,2,5,2,-8,-5,-9,-0.1
O=[n+]1cc(-c2cc3ccccc3o2)n([O-])c2c1CCCC2,-0.1,9,8,5,6,9,-10,3,-1.1
Cc1ccnc(NS(=O)(=O)c2ccccc2)n1,-0.2,-2,-17,17,-16,-17,-17,-7,0.0
Cn1c(CCNC(=O)OC(C)(C)C)n[nH]c1=S,-1.5,-8,-5,24,10,-24,-17,-8,-0.4
COc1ccccc1S(=O)(=O)Cc1ccc(C(=O)N2CCN(c3ccc(C)cc3)C(C)C2)o1 (centres undefined),1.8,-9,13,-2,38,30,17,12,-1.3
COc1cccc(C2C(C(=O)c3cc4ccccc4o3)=C(O)C(=O)N2CCN(C)C)c1OC (centres undefined),-0.9,·,-11,-10,-6,-4,17,-5,-5.4
CC1(C)CC(=O)c2sc(NC(=O)c3ccco3)nc2C1,0.4,7,37,12,47,12,5,2,-1.1
CCOC(=O)COc1ccc2c3c(c(=O)oc2c1C)CCC3,-2.7,4,-10,-2,2,4,26,-4,-1.1
Cc1nn(C)c(C)c1CN(C)C(=O)c1cnn2c1NC(c1ccccc1)CC2C(F)(F)F (centres undefined),0.1,-2,-18,7,-11,-6,-8,5,-1.3
O=C(CN1CCN(C2CCCCC2)CC1)NCCC1=CCCCC1,-2.8,2,-14,-6,-15,12,-15,10,0.0
COc1ccc(C(=O)c2coc3ccc(O)c(CN4CCCCC4)c23)cc1,-0.1,19,-20,-14,-26,-15,9,-4,-0.7
COC(=O)Cc1[nH]nc2c1C1(C(=O)N(Cc3ccc(Cl)cc3)c3ccccc31)C(C#N)=C(N)O2 (centres undefined),-1.5,21,-2,11,-10,-18,27,-5,-0.8
CCOC(=O)c1c(N)n(CCOC(=O)c2cccs2)c2nc3ccccc3nc12,0.8,29,4,12,-7,-11,32,17,-0.4
Cc1ccc(S(=O)(=O)NC(=O)NN2CCCCCC2)cc1,-1.0,·,-4,14,-4,7,14,-4,-1.5
Cn1cccc1C(=O)Nc1nc(-c2ccccn2)cs1,0.1,15,15,10,31,6,90*,2,1.1
COc1cccc(C(=O)Nc2ncc3c(n2)CC(c2ccc(OC)cc2OC)CC3=O)c1 (centres undefined),-0.7,36,18,0,57*,5,33,18,-1.3
C=CCNC(=O)CN1CCC(O)(c2ccccc2)CC1,-0.6,-4,2,-13,7,7,0,-3,-1.4
Brc1ccc2nc3c(n2c1)CCCC3,0.6,-15,0,4,-8,-22,19,-10,-0.9
CCCCN(CCCC)S(=O)(=O)c1ccc(OC)c2ncccc12,-0.5,13,4,5,-16,21,29,14,-0.7

# Compound activity as filed in PubChem BioAssay.
